esBAF inh: SWI/SNF esBAF complex inhibition; reporter increase, % at 12.5 µM; hit rate 2% among 350,000; mouse ES cells, Bmi1-luciferase knock-in reporter, 24 h; 100% = twice the neutral-well signal; AID 602393; in the data active = activation above about 40%; inconclusive = no clear call, values can overlap the other calls;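 note: 0% = median of the plate's neutral control wells and 100% = double that signal; a rise in the Bmi1 reporter signal indicates esBAF inhibition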
RAD54 branch: blocks human RAD54 Holliday junction branch migration; Q92698; FAM/BHQ fluorescence; inhibition, % at 10.4 µM; hit rate 0.14% among 360,000; AID 602329;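 active = mean normalized replicate activity at least 40 and at least half of replicates scoring 40 or more; inconclusive = only one of the two criteria met; inactive = mean below 40 and under half of replicates reaching 40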;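 note: 0% = median of neutral control wells and 100% = median of positive control wells; inhibitors cause a drop in the FAM fluorescence signal; in these data hits start at about 50%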
Target sequence (Q92698 whole entry, looked up): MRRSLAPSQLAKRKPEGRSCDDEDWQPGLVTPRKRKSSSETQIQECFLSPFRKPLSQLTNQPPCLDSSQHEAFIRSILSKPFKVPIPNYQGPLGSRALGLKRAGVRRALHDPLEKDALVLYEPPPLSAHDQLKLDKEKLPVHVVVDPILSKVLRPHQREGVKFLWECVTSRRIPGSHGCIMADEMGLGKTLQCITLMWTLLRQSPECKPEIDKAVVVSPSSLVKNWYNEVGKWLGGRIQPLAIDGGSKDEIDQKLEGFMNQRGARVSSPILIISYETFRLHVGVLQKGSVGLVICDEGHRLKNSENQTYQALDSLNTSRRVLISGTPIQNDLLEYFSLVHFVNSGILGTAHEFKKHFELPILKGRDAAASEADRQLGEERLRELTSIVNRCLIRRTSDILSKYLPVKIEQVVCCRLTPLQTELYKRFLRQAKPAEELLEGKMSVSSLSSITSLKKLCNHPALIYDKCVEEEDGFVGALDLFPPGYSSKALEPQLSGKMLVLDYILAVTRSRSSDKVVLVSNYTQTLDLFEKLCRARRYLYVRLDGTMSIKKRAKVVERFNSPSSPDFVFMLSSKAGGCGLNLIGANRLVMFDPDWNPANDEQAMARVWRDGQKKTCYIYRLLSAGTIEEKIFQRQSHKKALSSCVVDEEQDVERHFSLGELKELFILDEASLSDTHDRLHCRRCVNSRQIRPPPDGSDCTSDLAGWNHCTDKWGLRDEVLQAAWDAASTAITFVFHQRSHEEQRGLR
Starred values were filed as active, the others as inactive; u = inconclusive. A portion of the library (hit frequency here may not be typical).

Preview:
SMILES	esBAF inh	RAD54 branch
CC(C)C1(C)C(=O)N=C2c3ccccc3C(=O)N21 (centres undefined)	6	3
Cc1cc(NC(=O)c2c([N+](=O)[O-])c(C)nn2C)no1	1	-4
O=C(NCCN1C(=O)CSC1=O)C1CC(=O)N(c2ccccc2)C1 (centres undefined)	2	4
CCSCc1nnc(SCC(=O)c2ccc(OC)cc2)n1C	-10	1
CCC(C)NC(=O)CSC1=Nc2ccccc2C2=NC(CC(=O)NCc3ccc(F)cc3)C(=O)N12 (centres undefined)	-41	-1
CCCOC(=O)C1C2C=CC(C3CC23)C1C(=O)OCC(=O)c1ccccc1 (centres undefined)	9	9
CC1CCN(c2nc3ccc(C(=O)O)cc3s2)CC1	-71	4
NC(=O)NCc1cccc(Cl)c1	1	-5
Cc1ccc(OS(=O)(=O)c2ccccc2)c(/C=N/N=C2\NC(=O)C(C)S2)c1 (centres undefined)	12	10
CCc1nc(SCC(=O)N2CCN(c3ccccc3)CC2)c2oc3ccccc3c2n1	-4	3
O=C(COC(=O)c1ccccc1NC(=O)c1ccco1)Nc1ccc2c(c1)OCO2	14	0
CC1Oc2ccccc2N(Cc2cccnc2)C1=O (centres undefined)	-1	-6
COc1cc(C(=O)O)cc(OC)c1OCc1cc(C(=O)O)oc1C	-9	-5
Cc1cc(C)nc(-n2nc(C)cc2NC(=O)CN2CCCC(C)C2)n1 (centres undefined)	-2	1
CCc1nc2n[nH]c(N)c2c2c1CCCC2	0	4

The list itself (from the top)
SMILES	esBAF inh	RAD54 branch
CC(C)C1(C)C(=O)N=C2c3ccccc3C(=O)N21 (centres undefined)	6	3
Cc1cc(NC(=O)c2c([N+](=O)[O-])c(C)nn2C)no1	1	-4
O=C(NCCN1C(=O)CSC1=O)C1CC(=O)N(c2ccccc2)C1 (centres undefined)	2	4
CCSCc1nnc(SCC(=O)c2ccc(OC)cc2)n1C	-10	1
CCC(C)NC(=O)CSC1=Nc2ccccc2C2=NC(CC(=O)NCc3ccc(F)cc3)C(=O)N12 (centres undefined)	-41	-1
CCCOC(=O)C1C2C=CC(C3CC23)C1C(=O)OCC(=O)c1ccccc1 (centres undefined)	9	9
CC1CCN(c2nc3ccc(C(=O)O)cc3s2)CC1	-71	4
NC(=O)NCc1cccc(Cl)c1	1	-5
Cc1ccc(OS(=O)(=O)c2ccccc2)c(/C=N/N=C2\NC(=O)C(C)S2)c1 (centres undefined)	12	10
CCc1nc(SCC(=O)N2CCN(c3ccccc3)CC2)c2oc3ccccc3c2n1	-4	3
O=C(COC(=O)c1ccccc1NC(=O)c1ccco1)Nc1ccc2c(c1)OCO2	14	0
CC1Oc2ccccc2N(Cc2cccnc2)C1=O (centres undefined)	-1	-6
COc1cc(C(=O)O)cc(OC)c1OCc1cc(C(=O)O)oc1C	-9	-5
Cc1cc(C)nc(-n2nc(C)cc2NC(=O)CN2CCCC(C)C2)n1 (centres undefined)	-2	1
CCc1nc2n[nH]c(N)c2c2c1CCCC2	0	4

As entered above:
Value of `CCCOC(=O)C1C2C=CC(C3CC23)C1C(=O)OCC(=O)c1ccccc1` (centres undefined) under esBAF inh: 9
Value of `CC1Oc2ccccc2N(Cc2cccnc2)C1=O` (centres undefined) under RAD54 branch: -6

More results follow:
SMILES	esBAF inh	RAD54 branch
O=CN1CCN(C(=O)c2ccccc2F)CC1	-1	-8
O=C(Nc1c2c(nn1-c1ccc(F)cc1)CSC2)c1ccc(S(=O)(=O)N2CCOCC2)cc1	4	-1
CSc1ccc(CN2C(=O)C(F)(F)Oc3c(C(C)=O)cccc32)cc1	21	-2
Cc1noc(-c2ccccc2OC(=O)c2ccccc2)n1	2	-5
Fc1ccc(Sc2nc(-c3ccccc3)nnc2C(F)(F)F)cc1	-4	4
CCC(=O)c1ccc(N2CCCCCC2)c(F)c1	74*	-14
CC1(C)Cc2c(C#N)c(N3CCOCC3)nc(-c3ccccc3)c2CO1	-5	23
COc1ccc(C2CC(c3ccc(Cl)cc3)Nc3nc(NC(=O)c4ccco4)nn32)cc1 (centres undefined)	-4	3
COc1ccc(CNC(=O)Cn2nc(-c3ccc4c(c3)OCCO4)ccc2=O)cc1	-3	3
COc1ccc(-n2c(COc3cccc4ccccc34)nnc2SCC#N)cc1	-12	-5
Cc1ccc(/C(O)=C2/C(=O)C(=O)OC2c2ccc(Cl)cc2)cc1 (centres undefined)	3	-6
COC(=O)[C@H](Cc1ccccc1)NC(=O)NCC1CCCO1 (some centres undefined)	3	3
O=C(CN1CCOCC1)NC1CC2CCC1C2 (centres undefined)	-6	-6
CCCCCCC(=O)N/N=C/Cc1ccccc1	4	2
COC(=O)c1cc2n(n1)CCN(Cc1ccc(C)cc1)C2=O	-6	6
Cc1c(NC(=O)C(Sc2ccccc2)c2ccccc2)cccc1[N+](=O)[O-] (centres undefined)	-10	-11
c1ccc(OCCCCN2CCOCC2)cc1	-2	1
CC(=O)Nc1cc(-c2ccccc2)nn1Cc1ccc(Cl)cc1	-1	-8
CSc1nnc2c(n1)[nH]c1c(C)cccc12	25	2
COC(=O)c1ccc(NC2CC(=O)N(c3ccccc3C)C2=O)cc1 (centres undefined)	-4	-6
CCOC(=O)c1ccccc1NC(=O)Cn1cnc2c1c(=O)n(C)c(=O)n2C	-6	-8
O=C(NC(Cc1ccccc1)C(=O)O)c1ccccc1 (centres undefined)	-7	-28
CCCCCOc1ccc(NC(=O)C(=O)NCCC2=CCCCC2)cc1	0	-12
CC(=O)C1=C(NC(=O)c2ccccc2F)C[C@@H]2[C@H]1C2(C)C	15	2
O=C1NCC(CN(c2ccccc2)c2ccccc2)O1 (centres undefined)	-1	-8
CC(=O)N1CCCc2cc(S(=O)(=O)N3CCN(c4ccccn4)CC3)ccc21	-2	-2
COC(=O)c1cn(CCOc2ccccc2OC)c2ccccc12	-23	10
O=C(NC1CCS(=O)(=O)C1)c1cn(-c2ccccc2)nc1-c1ccccc1 (centres undefined)	8	2
Cn1c(=O)c(C(=O)NC2CCCCCCC2)c(O)c2ccccc21	11	-4
COc1ccc(-c2noc(CN3CCOCC3)n2)cc1OC	0	-5
COCCOC(=O)C(C#N)c1nc2ccccc2nc1N1CCN(Cc2ccccc2)CC1 (centres undefined)	9	7
CC1CN(C(=O)c2cc(F)c(F)cc2Cl)CC(C)O1 (centres undefined)	3	-15
Cc1ccc2c(CC(=O)OCn3nnc4ccccc4c3=O)coc2c1	-4	-9
Cc1ccc(NC2=Nc3ccccc3CC2)cc1	-53	-11
COc1ccc(CN(C(=O)CNC(=O)c2ccco2)C(C(=O)NC2CCCC2)c2ccco2)cc1 (centres undefined)	-4	-3
COc1ccc(C2C(C(=O)c3sc(C)nc3C)=C(O)C(=O)N2CCN2CCOCC2)cc1 (centres undefined)	8	10
COc1ccc(-c2noc(COc3ccc4c(c3)OCO4)n2)cc1	-6	-17
O=C(Nc1cccnc1)c1cc2c(ccc3ccccc32)o1	-3	8
NNC(=O)Cc1cn(-c2ncc(C(F)(F)F)cc2Cl)c2ccccc12	-5	2
O=S(=O)(NCCSc1nnnn1-c1ccccc1)c1cccs1	53*	-2
CCC1CCCCN1C(=O)COC(=O)c1ccc(S(=O)(=O)N2CCOCC2)cc1 (centres undefined)	-8	7
Cc1ccc(S(=O)(=O)Nc2ccc(S(=O)(=O)N3CCCC3)cc2)cc1	1	4
Cn1ncc(N=Cc2ccccc2O)c1C(=O)Nc1ccccc1	0	0
N=c1c2c(-c3ccccc3)c(-c3ccccc3)n(Cc3ccco3)c2ncn1Cc1ccccc1	-14	2
NC(=O)C1(N2CCCCC2)CCN(C(=O)c2ccc(-n3cnnn3)cc2)CC1	-5	-4
CC(C)(C)CC(C)(C)NC(=O)CSCC(=O)Nc1ccc2ccccc2c1	6	-8
O=C(NCc1cccs1)c1nc2c(nnn2Cc2ccc(F)cc2)c(=O)[nH]1	-4	-2
CCOC(=O)Nc1ccc2c(c1)N(C(=O)CCN1CCN(CCO)CC1)c1ccccc1CC2	2	1
CC(=O)C1=C(O)C(=O)N(Cc2cccnc2)C1c1ccc(Cl)cc1 (centres undefined)	-3	8
O=C(c1cccs1)N1CCN(Cc2ccc3c(c2)OCO3)CC1	2	-1
O=C(O)C1CC=CCC1C(=O)Nc1ccccc1Cl (centres undefined)	-5	-1
CC(=O)c1ccc(Cc2cnc(N)s2)cc1	6	9
Cc1ccc(N2C(N)=C(C#N)C(c3cccnc3)C3=C2CC(C)(C)CC3=O)cc1 (centres undefined)	-2	-3
CN=C(Nc1ccccc1)SC1CC(=O)N(c2ccc(C(=O)OC)cc2)C1=O (centres undefined)	-7	-17
O=C1/C(=C\c2cc(Br)cc(Br)c2O)SC(=S)N1Cc1ccccc1	-26	-24
CCN(CC)S(=O)(=O)c1cccc(-c2nnc(SC(C)C(N)=O)n2CCc2ccccc2)c1 (centres undefined)	1	1
CCOC(=O)c1[nH]cnc1C(=O)NC(C)C	5	-2
O=C(CSc1nnc(-c2cccnc2)n1-c1ccccc1)NCc1ccc2c(c1)OCO2	-4	-2
CS(=O)(=O)N1CCN(c2ccccc2NC(=O)C(c2ccccc2)c2ccccc2)CC1	2	3
Cc1ccc(NC(=O)c2sc3nc[nH]c(=O)c3c2C)c(C)c1	18	1

Continuation.
SMILES	esBAF inh	RAD54 branch
COc1ccc(CN(C)C(c2ccccc2)c2nnnn2-c2ccccc2C)c(OC)c1C (centres undefined)	-1	-8
CCCNc1nc2c(c(=O)[nH]c(=O)n2C)n1CCC(C)C	-4	10
COc1ccc(C(c2nnnn2C2CCCC2)N2CCc3ccccc3C2)cc1OC (centres undefined)	-4	6
COc1cc(OC)c(-n2c(C)cc(C=O)c2C)cc1Cl	-6	2
c1ccc(OCc2nc(-c3cccs3)no2)cc1	58*	13
O=C(CSc1nnc(-c2cccs2)n1-c1ccccc1)c1ccc2c(c1)OCCO2	12	1
Cc1c(NC(=O)C(C#N)=C2CCCCC2)c(=O)n(-c2ccccc2)n1C	-14	-4
O=C(COc1ccc(Br)cc1)N1CCC(c2ccccc2)C1 (centres undefined)	15	1
O=S(=O)(NCc1cccnc1)c1ccc(Cl)nc1	-11	4
C/C(=N\Nc1cc(Cl)nc(C)n1)c1ccc(Cl)c(Cl)c1	-1	-11
CCc1cc2c(=O)c(-c3nc4ccccc4n3C)c(COCC(=O)O)oc2cc1OC(=O)C(C)(C)C	9	3
Cc1cccc(Cn2c(NCC(C)O)nc3c2c(=O)n(C)c(=O)n3C)c1 (centres undefined)	4	3
Cc1cc(C)nc(N2CCCC(C(=O)NCc3cccc(C(F)(F)F)c3)C2)n1 (centres undefined)	-6	-6
CCn1c(COc2c(C)cccc2C)nnc1SCC(=O)N1CCN(c2ccccc2)CC1	5	0
Cc1nn(Cc2ccc(Cl)cc2)c(=O)n1N(C)c1ncc(C(F)(F)F)cc1Cl	-3	7
CC1c2nc3ccccc3n2C(CC(=O)NCc2ccccn2)C(=O)N1Cc1ccccc1 (centres undefined)	-15	4
Cc1ccc2c(CC(=O)Nc3c(C)n(C)n(-c4ccccc4)c3=O)coc2c1	-4	12
C#CCOCCOCCOCCNc1nc(N2CCN(C(=O)CCCCCCCCCCNC(=O)[C@H](CCCCN)n3cc(CCCC(=O)O)nn3)CC2)nc(N2CCN(C(=O)CCCCCCCCCCNC(=O)[C@H](CCCCN)n3cc(CCCC(=O)O)nn3)CC2)n1	-1	-37
N/C(=N\OC(=O)COc1ccccc1Cl)c1ccc(Cl)cc1	-8	-3
Cc1cc(NC(=O)CCCN2C(=O)c3cccnc3C2=O)no1	-6	-5
CCOc1ccc(C(=O)NC(=S)Nc2ccccc2N2CCC(C)CC2)cc1[N+](=O)[O-]	-1	-7
C=CCn1c(SCC(=O)Nc2cc(C)on2)nc2sc(CC)cc2c1=O	-2	2
COC(=O)c1[nH]c2cc(OC)ccc2c1NC(=O)CCN1CCCCC1	-4	3
CC(C)n1c(-c2cccs2)nc2ccccc21	1	2
O=c1[nH]c2c(n(C3CCCCC3)c1=O)CCC2	-1	-10
CCCc1n[nH]c2c1C(=O)C(C(=O)OC)C(C)(C)C2 (centres undefined)	2	-1
Cc1c(Cl)cccc1NC(=O)NC1CCCCC1	35	-3
O=S(=O)(NCc1ccncc1)c1ccc(Br)s1	-26	-6
Cc1ccc(-c2noc(CCC(=O)NC3CCCc4ccccc43)n2)cc1 (centres undefined)	1	1
CC(=O)Nc1ccc(OCC(O)CN2CCN(c3ccc(Cl)cc3)CC2)cc1 (centres undefined)	-4	0
Cc1nc(Nc2nc3c(c(=O)[nH]2)CCC3)nc2ccccc12	u	2
Fc1ccccc1CSc1nnnn1-c1ccc2c(c1)OCO2	17	-4
Cc1cc(C)cc(Nc2ccc(C(=O)O)cc2N)c1	22	-11
CCC(C)[C@@H](CN(N=O)[C@@H](Cc1ccccc1)CN(C)N=O)N(CCc1ccccc1)N=O (some centres undefined)	-8	8
O=[N+]([O-])c1ccc(N/N=C\c2cccn2-c2ccccc2)nc1	-11	1
CCCC(C(=O)NCc1ccc(OC)cc1)N(Cc1ccco1)C(=O)c1snc(C(N)=O)c1N (centres undefined)	-1	0
CSc1nsc(SC)c1C(=O)N1CCN(S(=O)(=O)c2ccc(C)cc2)C1C (centres undefined)	-5	6
C/C(=N/NC(=O)c1cn(-c2cccc(C)n2)cn1)c1ccc(C)cc1	11	-5
S=C1NC2=C(CCCC2)C2(CCCCC2)N1	2	-5
O=C(Cc1ccccc1)Nc1ccc(N2CCCC2)cc1	5	0
CCCS(=O)(=O)c1nc(S(=O)(=O)c2ccc(C)cc2)c(NCCN2CCOCC2)s1	-5	-5
COc1ccc(-c2c(C#N)c(SCc3c(C)noc3C)nc3c2C(=O)CC(C)(C)C3)cc1	-1	-3
COc1ccc2c(=O)c(-c3ccccc3C)c(C)oc2c1	2	11
Cc1cc(C)c2cc(CN(CC3CCCO3)S(=O)(=O)c3ccc4c(c3)OCCO4)c(=O)[nH]c2c1 (centres undefined)	10	18
COc1ccccc1CNCc1cccs1	5	-4
O=C(NCc1ccccc1Cl)c1cccc2c1C(=O)c1ccc(-c3ccc(OC(F)(F)F)cc3)cc1S2(=O)=O	-4	5
Cc1c(Br)cc(C(=O)NCc2ccco2)c(C)c1C	-7	6
